# eIF4E 4G PPI – blocks eIF4E binding to eIF4G; inhibition, % at 21.7 µM; AID 782; TR-FRET eIF4E-eIF4GI(517-606) binding, 2 h; hit rate 0.37% among 220,000;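 active = inhibition above about 30%, limit read from the data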;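 also: 0% = full FRET control wells and 100% = background wells lacking eIF4GI fragment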
# FXIa inh 1536 – inhibitors of human coagulation factor XIa; P03951; purified FXIa, Boc-Glu-Ala-Arg-AMC fluorogenic substrate; inhibition, % at 5 µM; hit rate 0.14% among 220,000; AID 798;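 active = inhibition of at least 40%; inactive = inhibition below 40%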;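 also: fluorescence of freed AMC excited at 355 nm; 0% = enzyme without compound and 100% = no enzyme blank; many of its hits are not listed in these tables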
# hK5 inh – kallikrein 5 (human) inhibition | recombinant hK5, fluorogenic AMC substrate cleavage | inhibition, % at 5 µM | AID 873 | hit rate 0.59% among 210,000 | Q9Y337;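 active = inhibition of 40% or more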;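 also: 0% = enzyme controls without compound and 100% = no-enzyme blanks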
# Target sequence (Q9Y337 67-293 limits assumed): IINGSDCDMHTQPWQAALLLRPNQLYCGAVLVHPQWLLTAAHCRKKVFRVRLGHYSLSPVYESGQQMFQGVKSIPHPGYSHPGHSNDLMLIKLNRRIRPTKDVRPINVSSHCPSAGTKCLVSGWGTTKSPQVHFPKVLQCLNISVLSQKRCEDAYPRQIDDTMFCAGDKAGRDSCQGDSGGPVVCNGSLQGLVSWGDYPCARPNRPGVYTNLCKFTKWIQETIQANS
# FXIIa inh – factor XIIa (human) inhibition. P00748. purified FXIIa, Boc-QGR-AMC fluorogenic substrate, 2 h. inhibition, % at 5 µM. hit rate 0.3% among 220,000; in the data active = inhibition above about 40%;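 also: 0% = enzyme with no compound and 100% = blank without enzyme; many of its hits are not listed in these tables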
# Target sequence (P00748 20-372 limits assumed): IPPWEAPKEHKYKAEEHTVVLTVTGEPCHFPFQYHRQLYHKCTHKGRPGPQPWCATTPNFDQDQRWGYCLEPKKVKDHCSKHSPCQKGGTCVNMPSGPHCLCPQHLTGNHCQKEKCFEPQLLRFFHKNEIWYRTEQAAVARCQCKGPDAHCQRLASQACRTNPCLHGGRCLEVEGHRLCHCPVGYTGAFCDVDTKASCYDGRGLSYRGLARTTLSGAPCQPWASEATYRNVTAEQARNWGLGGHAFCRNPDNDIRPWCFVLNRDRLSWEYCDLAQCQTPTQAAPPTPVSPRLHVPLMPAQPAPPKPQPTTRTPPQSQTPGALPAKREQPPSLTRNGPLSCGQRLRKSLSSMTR
# Target sequence (P00748 373-615 limits assumed): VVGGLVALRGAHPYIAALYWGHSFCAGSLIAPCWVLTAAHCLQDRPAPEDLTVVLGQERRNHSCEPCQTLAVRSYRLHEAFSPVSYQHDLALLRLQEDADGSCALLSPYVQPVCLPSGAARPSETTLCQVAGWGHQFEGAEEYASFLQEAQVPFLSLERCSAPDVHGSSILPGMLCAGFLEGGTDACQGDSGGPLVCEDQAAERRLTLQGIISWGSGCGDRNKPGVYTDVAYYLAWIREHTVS
# 14-3-3 Bad PPI – disrupts binding of bovine 14-3-3 zeta to phospho-Bad peptide. hit rate 0.71% among 220,000. TR-FRET 14-3-3zeta/Dy647-pBad peptide displacement, 1 h. P63103. AID 781. inhibition, % at 21.7 µM;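 active = inhibition above about 70%, limit read from the data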;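 also: 0% = full 14-3-3 plus peptide FRET controls and 100% = background without 14-3-3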
# Wee1 stabilizer – inhibitors of human Wee1 degradation; P30291; HeLa Luc-Wee1K328M stability, luciferase luminescence; 100% = proteasome inhibitor MG132 effect; reporter increase, % at 5 µM; hit rate 1.2% among 220,000; AID 1321;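 active = activation above the mean of all tested compounds plus 3 SD, set per screening run, cut at about 8.8% in these data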;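 also: cells exposed to compound for 20 h before luminescence read; 0% = DMSO alone and 100% = MG132 at 30 µM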
# MDM2 E3 inh – blocks human Mdm2 ubiquitin ligase activity | Q00987 | signal enhancement, % at 5 µM | cell-based MDM2 ubiquitination luciferase reporter, 2 h; 0 = plate control, 100 = twice control, blank-subtracted | hit rate 0.11% among 210,000;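 active = signal enhancement of 30% or more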;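 also: luminescence tracks abundance of the self-degrading MDM2-luciferase fusion protein; higher signal means inhibition of MDM2 E3 ligase activity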
#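 Assay system: mammalian cells stably expressing self-ubiquitinating, self-degrading MDM2 E3–luciferase fusion. Quantity: 2000 cells in each well. Medium: DMEM culture medium. Compound dosing: single-point 5 µM. Timing: cell settling 4 h, compound treatment 2 h, both 37 °C. Technique: luciferase luminescence. Read-out basis: percent signal gain over controls, blank-subtracted. Benchmarks: plate controls and plate blanks.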
# Rad51 HR inh – blocks human Rad51 in homologous recombination. hRad51 DNA strand exchange, fluorescence dequenching. inhibition, % at 10 µM. AID 1385. hit rate 0.085% among 200,000;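 active = inhibition above 40% at the single screening dose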;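 also: 0% = DMSO control wells and 100% = blanks with heterologous ssDNA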
#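 Assay system: Human Rad51 nucleoprotein filaments preassembled on unlabelled ssDNA | Reagent: Donor/quencher-labelled 47-bp dsDNA substrate | Doses: One concentration, 10 µM final | Times: 37 °C 15-min filament assembly, 30-min compound preincubation, 15-min exchange | Technique: Fluorescein emission 520 nm, excitation 485 nm | Benchmarks: Plate control and blank wells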
# p97 inhibitor – inhibitors of human p97 ATPase; P55072; recombinant p97 ATPase, Kinase-Glo ATP luminescence, 3 h; inhibition, % at 8 µM; hit rate 0.42% among 220,000; in the data active = inhibition above about 15%;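 also: 0% = DMSO vehicle and 100% = wells lacking enzyme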
# Active calls of the source: *; . = no result given; [ ] = remark or other dose.
SMILES,eIF4E 4G PPI,FXIa inh 1536,hK5 inh,FXIIa inh,14-3-3 Bad PPI,Wee1 stabilizer,MDM2 E3 inh,Rad51 HR inh,p97 inhibitor
Cc1cccn2c(=O)c(C=O)c(N3CCN(c4ccccc4)CC3)nc12,-8,-3,-10,-8,58,4,-6,-21,-7
COCCCNC(=O)/C(C#N)=C/c1ccc(OCC(=O)O)c(OC)c1,24[fluorescence artefact?],-8,-22,-8,26,0,-10,-9,0
COc1cc(/C=N\NC(=O)c2ccc(Cn3cc(Br)c([N+](=O)[O-])n3)o2)cc(OC)c1O,4,10,3,16,-7[fluorescence artefact?],-3,-6,.,3
Cc1cc(S(=O)(=O)NC2CCCCC2)c(C)s1,.,0,0,14,.,0,-4,-4,-9
CCOC(=O)Cc1csc(NC(=O)COc2ccccc2)n1,4,2,1,8,-11,-4,.,.,1
O=C(CSc1ccccc1)Nc1ccccc1C(=O)O,0,8,3,-1,31,-1,-7,3,1
O=C(CCSc1nc(-c2ccco2)cc(C(F)(F)F)n1)NCc1ccccn1,3,-2,-1,9,-4,0,.,0,-3
Cc1ccccc1CN(c1ccc(C(=O)Nc2ccccc2C(=O)N2CCCC2)cc1)S(C)(=O)=O,1[fluorescence artefact?],-3,-3,9,5[fluorescence artefact?],-2,-3,-6,2
CS(=O)(=O)N(CC(=O)NCc1ccc2c(c1)OCO2)c1ccc(Cl)cc1,5,-6,4,9,5,-1,-6,.,7
O=C(CN1CCN(Cc2ccccc2F)C1=O)NCCN1CCOCC1,2[fluorescence artefact?],5,-5,11,3[fluorescence artefact?],.,-6,-6,.
Cc1ccc(NC(=O)CSc2nnc(-c3ccco3)c(-c3ccco3)n2)cc1,1[fluorescence artefact?],3,-12,2,-6,1,8,3,12
CC(=O)N=Cc1c(C)c(C#N)c(=O)n(C)c1O,6,3,.,11,6,-2,0,.,3
Cn1cnc2c1c(=O)n(Cc1c(Cl)cccc1Cl)c(=O)n2C,7,1,6,15,0,2,-13,-3,-4
COc1ccc(-c2[nH]ncc2/C=C(/C#N)C(=O)NC2CCCCCC2)cc1,-15,-10,-23,3,-8,1,-5,2,-3
CCN(/N=C/c1ccc(Cl)cc1)c1cc(=O)n(C)c(=O)[nH]1,3,25,10,20,9,-3,-14,-4,3
O=C(Cn1cccn1)c1ccccc1,0,-5,-7,5,-11,0,-5,1,1
CCSc1nnc(NC(=O)c2cc(C)on2)s1,-15[fluorescence artefact?],7,-13,8,-3,2,1,4,-7
CCCNC(=O)c1cccc(Cn2nc(C)c(Br)c2C)c1,-4,3,-4,5,-2,4,-2,6,0
O=C(O)C1CCCN(S(=O)(=O)c2cccc3cccnc23)C1 (configuration not stated),4[fluorescence artefact?],4,-1,15,-7,-2,-5,4,-4
NC(=O)CN1CCCN(S(=O)(=O)c2ccc(Br)cc2)CC1,0,17,13,23,-4,0,-12,8,-1

# In a second layout: 13 of the compounds above
eIF4E 4G PPI	FXIa inh 1536	hK5 inh	FXIIa inh	14-3-3 Bad PPI	Wee1 stabilizer	MDM2 E3 inh	Rad51 HR inh	p97 inhibitor	SMILES
-8	-3	-10	-8	58	4	-6	-21	-7	Cc1cccn2c(=O)c(C=O)c(N3CCN(c4ccccc4)CC3)nc12
24[fluorescence artefact?]	-8	-22	-8	26	0	-10	-9	0	COCCCNC(=O)/C(C#N)=C/c1ccc(OCC(=O)O)c(OC)c1
4	10	3	16	-7[fluorescence artefact?]	-3	-6	.	3	COc1cc(/C=N\NC(=O)c2ccc(Cn3cc(Br)c([N+](=O)[O-])n3)o2)cc(OC)c1O
.	0	0	14	.	0	-4	-4	-9	Cc1cc(S(=O)(=O)NC2CCCCC2)c(C)s1
4	2	1	8	-11	-4	.	.	1	CCOC(=O)Cc1csc(NC(=O)COc2ccccc2)n1
0	8	3	-1	31	-1	-7	3	1	O=C(CSc1ccccc1)Nc1ccccc1C(=O)O
3	-2	-1	9	-4	0	.	0	-3	O=C(CCSc1nc(-c2ccco2)cc(C(F)(F)F)n1)NCc1ccccn1
1[fluorescence artefact?]	-3	-3	9	5[fluorescence artefact?]	-2	-3	-6	2	Cc1ccccc1CN(c1ccc(C(=O)Nc2ccccc2C(=O)N2CCCC2)cc1)S(C)(=O)=O
5	-6	4	9	5	-1	-6	.	7	CS(=O)(=O)N(CC(=O)NCc1ccc2c(c1)OCO2)c1ccc(Cl)cc1
2[fluorescence artefact?]	5	-5	11	3[fluorescence artefact?]	.	-6	-6	.	O=C(CN1CCN(Cc2ccccc2F)C1=O)NCCN1CCOCC1
1[fluorescence artefact?]	3	-12	2	-6	1	8	3	12	Cc1ccc(NC(=O)CSc2nnc(-c3ccco3)c(-c3ccco3)n2)cc1
6	3	.	11	6	-2	0	.	3	CC(=O)N=Cc1c(C)c(C#N)c(=O)n(C)c1O
7	1	6	15	0	2	-13	-3	-4	Cn1cnc2c1c(=O)n(Cc1c(Cl)cccc1Cl)c(=O)n2C

# Next compounds follow.
SMILES,eIF4E 4G PPI,FXIa inh 1536,hK5 inh,FXIIa inh,14-3-3 Bad PPI,Wee1 stabilizer,MDM2 E3 inh,Rad51 HR inh,p97 inhibitor
CCN(CC)c1ccc(/C=C(/C#N)C(=O)NC(C)C)o1,3,7,20,16,-18,0,-3,-262,2
CC(NC(c1ccccc1)c1ccccc1)C(=O)N1CCCc2ccccc21 (configuration not stated),14[fluorescence artefact?],4,-14,10,-15[fluorescence artefact?],-1,-1,0,-1
Cc1cc(C)n2nc(SC(C)C(=O)Nc3ccc(Cl)cn3)nc2n1 (configuration not stated),-4,-7,-3,11,2,-1,-8,-10,4
Cc1cccc2cc(CN(Cc3cccs3)S(=O)(=O)c3ccc4c(c3)OCCO4)c(=O)[nH]c12,10[fluorescence artefact?],1,-4,11,3,-4,-14,8,8
O=C(/C=C/c1ccc2c(c1)OCO2)c1ccco1,0[fluorescence artefact?],6,-8,9,-3,1,-16,-6,2
CC(=O)Nc1ccc(C(=O)N2CCCC2)cc1,12[fluorescence artefact?],-3,-3,6,1[fluorescence artefact?],2,.,-9,1
C=CCN1C(=O)C(CC(=O)Nc2ccc(OC)cc2)N(Cc2ccco2)C1=S (configuration not stated),3[fluorescence artefact?],7,6,7,-5,1,22,-6,-3
Nc1nc(CN2CCN(c3ccccc3F)CC2)nc(N2CCCc3ccccc32)n1,-1,-7,-4,5,-8,2,-14,8,-2
Cc1cccc(N2C(=O)C(Oc3ccc(Cl)cc3Cl)C2C=O)c1C (configuration not stated),13,7,11,17,-13[fluorescence artefact?],-3,-6,5,4
Cc1cc(C(=O)NC(C)Cc2ccccc2)cc(C)c1[N+](=O)[O-] (configuration not stated),0,-6,-4,5,1,-2,-2,-3,-2
O=C(O)c1cccc(NC(=O)c2cc(S(=O)(=O)N3CCOCC3)cs2)c1,1,-3,-1,9,-7,3,-7,6,1
CC1CC(NNC(=O)c2ccccc2)=Nc2ccccc2N1C (configuration not stated),17,7,-16,1,-2,-4,14,12,3
CC(Oc1ccc(C(=O)NC2CCCCC2)cc1)C(=O)O (configuration not stated),2,7,3,20,31,5,9,2,-6
Cc1ccc(CN2CCN(CC(=O)NC(C)CCc3ccccc3)C2=O)cc1 (configuration not stated),2[fluorescence artefact?],1,-2,2,-4,8,-10,1,-11
Cc1ccc(S(=O)(=O)Nc2c(C)nc3nc[nH]n3c2=O)c(C)c1,-5,-3,3,4,-8,-4,-1,1,5
COC(=O)c1ccc(CSc2cc(C)c3cccc(C)c3n2)o1,1,2,-1,3,-2,0,-16,-22,-5
O=C(CSCc1n[nH]c(=O)[nH]1)NCCOc1cccc(Oc2ccccc2)c1,-1,5,6,16,-5,1,-7,1,1
COc1ccc(N2CCN(C(=O)[C@H](Cc3c[nH]c4ccccc34)NC(C)=O)CC2)cc1,4,-4,-5,7,-6,-2,7,13,-2
Cc1cc(-c2csc(N)n2)c(C)n1C,4[fluorescence artefact?],-2,-1,6,-2[fluorescence artefact?],0,-11,-4,3
O=C(NC(Cc1ccccc1)C(=O)O)/C(=C\c1ccco1)NC(=O)c1ccccc1Br (configuration not stated),3[fluorescence artefact?],-1,-23,7,-20[fluorescence artefact?],5,-3,-3,5
CCOC(=O)c1cc(-c2ccccc2)sc1NC(=O)CSc1nnnn1C,-14,5,0,17,-21,0,-14,.,-7
CC(C)Cc1nnc(NC(=O)CC(=O)Nc2ccccc2C(=O)O)s1,-1,17,-18,25,9[fluorescence artefact?],0,-34,0,-5
CS(=O)(=O)N1CCCC(c2nc(-c3ccc(S(=O)(=O)NCc4ccccc4)cc3)no2)C1 (configuration not stated),-1,10,14,16,-1,-2,-26,-3,2
Cc1ccc(Cn2c(Sc3ncccn3)nc3c2c(=O)[nH]c(=O)n3C)cc1,-3,3,-12,-1,-4,0,-12,10,3
O=C(/C=C/c1ccc([N+](=O)[O-])cc1)NCc1cccs1,16,5,-9,7,11[fluorescence artefact?],2,7,-26,4
Cc1ccc(S(=O)(=O)Cn2nnnc2C(CC(C)C)N2CCN(C)CC2)cc1 (configuration not stated),0,-3,-6,-3,-1,-3,-11,.,6
O=C1c2ccccc2C(O)N1Cc1ccccc1Cl (configuration not stated),44*,6,-7,10,12,-4,-3,3,-7
CCOC(=O)c1c(NC(=O)C2COc3ccccc3O2)sc2c1CC(C)(C)NC2(C)C (configuration not stated),-2,25,-3,20,9,2,-6,-5,1
Cc1nn(CC(=O)O)c(C)c1N,-6,1,2,11,-2,-1,.,-6,0
CC(NC(=O)COC(=O)CSCc1ccccc1)c1ccccc1 (configuration not stated),2,-7,-7,-1,2,1,-3,1,2
O=C(Cc1ccccc1)NCCSCc1ccco1,-16,-4,-4,11,-1,0,-16,-7,1
CC1CCN(CCOc2cccc(Br)c2)CC1,3,10,-10,6,13,0,1,-2,4
COc1ccc(OCC(=O)NC2CC(C)(C)NC(C)(C)C2)cc1,-16,-17,-9,5,-7,-2,-11,4,0
COc1ccc(CCn2c(=O)[nH]c3cc(C(=O)NCCN4CCOCC4)ccc3c2=O)cc1OC,1,3,-9,-6,-6,0,-43,.,1
Fc1ccccc1N1CCN(c2ncnc3[nH]ncc23)CC1,10,5,-37,18,-3,2,-4,.,-3
COc1ccc(NC(=O)c2cc(C)on2)cc1,-1,-19,-20,-5,-13,5,-22,9,5
CN(NC(=O)c1ccc(Cl)cc1)c1ncc(C(F)(F)F)cc1Cl,-3,3,-1,11,-2,0,-1,-6,-6
COCCNC(=O)c1ccccc1-c1nc(-c2ccccc2OC)no1,-1,6,-6,7,6[fluorescence artefact?],-2,-14,2,-5
Cc1conc1NC(c1cccs1)c1ccc2cccnc2c1O (configuration not stated),15[fluorescence artefact?],6,-200,20,28[fluorescence artefact?],-1,-10,-3,-2
CCS(=O)(=O)N1CCC(C(=O)c2ccc(Cl)cc2)CC1,-3[fluorescence artefact?],-6,-6,5,-4[fluorescence artefact?],-1,-7,0,-2

# Not a hit list, and some 3.5% of all compounds hit somewhere here.
